mcGAS RapidFire = inhibitors of mouse cGAS. actives 0.18% (n = 130,000). inhibition, % at 12.5 µM. recombinant mouse cGAS, cGAMP by RapidFire MS. AID 1259397;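 active = inhibition of cGAS enzyme activity at or above 60%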;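 also: enzyme stimulated by 45 bp dsDNA with ATP and GTP substrates; cGAMP share of summed cGAMP plus half ATP and half GTP signals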
Target sequence (Q8C6L5 whole entry, looked up): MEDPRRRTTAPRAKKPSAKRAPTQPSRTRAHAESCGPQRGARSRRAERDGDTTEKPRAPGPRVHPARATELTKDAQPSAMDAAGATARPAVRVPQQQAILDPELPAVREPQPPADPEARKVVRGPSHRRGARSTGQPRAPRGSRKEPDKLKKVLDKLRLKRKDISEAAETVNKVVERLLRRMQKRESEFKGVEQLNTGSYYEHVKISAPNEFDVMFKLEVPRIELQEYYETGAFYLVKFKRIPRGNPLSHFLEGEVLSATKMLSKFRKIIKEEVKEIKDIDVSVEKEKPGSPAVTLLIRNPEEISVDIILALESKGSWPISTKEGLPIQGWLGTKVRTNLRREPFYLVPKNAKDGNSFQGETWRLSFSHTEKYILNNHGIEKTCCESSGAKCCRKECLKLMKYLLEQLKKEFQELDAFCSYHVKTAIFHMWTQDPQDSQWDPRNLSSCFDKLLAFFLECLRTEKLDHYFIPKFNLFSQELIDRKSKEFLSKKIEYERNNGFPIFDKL
* = called active by the depositor. This is a subset; count on the stated rates, not on these rows.

item | structure | mcGAS RapidFire
1 | CCc1nc(C)c(C(=O)Nc2cccc(NC(=O)CCc3ccccc3)c2)o1 | -6
2 | CN(Cc1n[nH]c(=O)n1CCc1ccccc1F)S(C)(=O)=O | -13
3 | C=CCN(Cc1cc(Br)ccc1F)C(=O)C1CCC(=O)NC1 (centres undefined) | 7
4 | CC1CCCN(C(C(N)=O)c2ccccc2)C1 (centres undefined) | -9
5 | CCCOCC(=O)NCc1nccn1C(F)F | -8
6 | CC(c1cccs1)N(C)C(=O)c1ccc(OC2CCN(Cc3ccccn3)CC2)cc1 (centres undefined) | -4
7 | COc1ccc(-c2c[nH]n3c(=O)c(Cc4ccccc4)c(C)nc23)cc1 | 0
8 | C=C(C)COc1ccccc1-n1c(C)cn2c3c(=O)n(C)c(=O)n(C)c3nc12 | 0
9 | Cc1cccc(CSC2=NS(=O)(=O)c3ccccc3N2)c1 | -6
10 | Cc1cccc(NC(=O)N(C)Cc2cc(C)on2)c1 | -3

Structures above that contain an NH in an aromatic ring (two):
item | structure | mcGAS RapidFire
2 | CN(Cc1n[nH]c(=O)n1CCc1ccccc1F)S(C)(=O)=O | -13
7 | COc1ccc(-c2c[nH]n3c(=O)c(Cc4ccccc4)c(C)nc23)cc1 | 0

(listing goes on)
item | structure | mcGAS RapidFire
11 | Cc1ncc(C[n+]2cccc3ccccc32)c(N)n1 | 10
12 | Cc1ccc(CSc2nnc(-c3ccc4c(c3)OCO4)o2)cc1 | -4
13 | C=CCn1cc(/C=C(/C#N)c2ccc(F)cc2)c2ccccc21 | -42
14 | COCC(NC(=O)c1ccccc1N1CCOCC1)c1ccnn1C (centres undefined) | -6
15 | CCCNc1nc(-c2ccc3c(c2)C(C)C(=O)N3)cs1 (centres undefined) | 11
16 | COCCCNc1ccn2nccc2n1 | 0
17 | COc1cccc(NC(=O)CN(C)C(C)C(=O)Nc2ccc(Br)cc2)c1 (centres undefined) | -1
18 | CC(C)(C)C(=O)COC(=O)CCC(=O)c1cccs1 | -8
19 | Cc1nn(C)c(C)c1CN(C(=O)[C@@H]1C[C@H]1c1ccccc1)C1CC1 | -9
20 | Cc1cc(C)c(Nc2nnc(SCCC(N)=O)s2)c(Cl)c1 | -22

Structural class, those above with four or more nitrogen atoms
item | structure | mcGAS RapidFire
2 | CN(Cc1n[nH]c(=O)n1CCc1ccccc1F)S(C)(=O)=O | -13
8 | C=C(C)COc1ccccc1-n1c(C)cn2c3c(=O)n(C)c(=O)n(C)c3nc12 | 0
11 | Cc1ncc(C[n+]2cccc3ccccc32)c(N)n1 | 10
14 | COCC(NC(=O)c1ccccc1N1CCOCC1)c1ccnn1C (centres undefined) | -6
16 | COCCCNc1ccn2nccc2n1 | 0
20 | Cc1cc(C)c(Nc2nnc(SCCC(N)=O)s2)c(Cl)c1 | -22

New compounds follow.
item | structure | mcGAS RapidFire
21 | C#CCn1c(O)c(N=NC(=O)CNC(=O)COc2ccccc2)c2ccccc21 | 2
22 | CCCOc1cc(CC#N)c(OCCC)cc1CC#N | -6
23 | CC(Cc1cnccn1)NS(=O)(=O)NCc1ccccc1 (centres undefined) | -15
24 | CCCn1cnnc1CNC1CCCC1 | -31
25 | Brc1ccc(Nc2ncnc3nc[nH]c23)cc1 | -5
26 | CC1(C(=O)NS(=O)(=O)c2ccc(Cl)s2)CCN1C(=O)C/C=C/c1ccccc1 (centres undefined) | -16
27 | CCCCC(=O)Nc1c(C)nc2cc(C)ccn2c1=O | -3
28 | NC(=O)c1ccc(CN2CCc3ccccc32)cc1 | -2
29 | COC(=O)Oc1cc2oc(=O)sc2cc1Br | 2
30 | CC(C)NC(=O)NCc1ccc(C(=O)N(C)Cc2cccs2)cc1 | 3
31 | CCCN(Cc1nccn1C)C(=O)C12CNCC1CNC2 (centres undefined) | 15
32 | Cc1nc(=S)c(C#N)c(-c2ccccc2)[nH]1 | -3
33 | Cc1c(C(=O)NCCC#N)sc(=O)n1Cc1ccccc1 | -5
34 | COc1cc(-c2c(C#N)c(N)nc3c2c(C)nn3-c2ccc(C)cc2)cc(OC)c1OC | -3
35 | COc1cc(C=NN=c2sc3ccccc3n2C)cc(OC)c1O | -9
36 | CSc1nc(C(N)=O)c(N)n1C | -50
37 | O=C(COC(=O)c1cc(Cl)c[nH]1)Nc1ccccc1S(=O)(=O)C(F)F | -5
38 | O=C(CCc1ccccc1)N1CC(c2cccnc2)C1 | -38
39 | Cc1cc([N+](=O)[O-])cc(S(=O)(=O)N(Cc2ccc(F)cc2)C2CC2)c1C | -9
40 | Cc1ccn2c(=O)cc(CS(=O)(=O)CCC(=O)Nc3cc(C)on3)nc2c1 | 1
41 | COCCC1CCCCN1Cc1cn[nH]c1-c1ccc2cc(OC)ccc2c1 (centres undefined) | -7
42 | Cc1cc(C)c(C2=CSC3=NS(=O)(=O)CCN23)c(C)c1 | -3
43 | Cc1cc(C)n(CC(=O)N(CCN2CCCCC2)CC2CCCN(C3CCCC3)C2)n1 (centres undefined) | -3
44 | CCN(Cc1cc(Br)ccc1O)C(=O)C1(c2ccc(F)cc2)CCOCC1 | -3
45 | CC(C)(O)C#Cc1ccc(C(=O)N2CCN(C(=O)c3ccco3)CC2)o1 | -3
46 | Cc1nn(C)cc1CN1CCCC(CNC(=O)c2cc3ccccc3[nH]2)C1 (centres undefined) | 2
47 | O=C(CCNC(=O)c1ccsc1)OCc1ccc(C(F)(F)F)cc1 | -8
48 | COc1cccc2ccc(N3CC[C@@H](N4CCOCC4)[C@H](O)C3)nc12 | -14
49 | N#CC(=Cc1ccc2c(c1)OCO2)c1nc2ccccc2[nH]1 | 23
50 | Cc1cc(C(=O)N=Nc2c(O)[nH]c3ccccc23)n[nH]1 | 14
51 | O=C(CSc1ncccc1C(=O)N1CCC(Cc2ccccc2)CC1)Nc1ccc(Cl)cc1 | -15
52 | CCOCCCC(=O)NC(C)(C#N)C1CCCCC1 (centres undefined) | 2
53 | COc1cc(CNC(=O)C23CC4CC(CC(Cl)(C4)C2)C3)ccn1 | -3
54 | CN(Cc1ccc2c(c1)OCCO2)C(=O)C1CCN(C(=O)c2cccc3ccccc23)CC1 | -7
55 | COc1ccc(NC(=O)CSc2ccc(F)cc2F)cn1 | -1
56 | COc1ccc(Br)cc1S(=O)(=O)N1CCCC1 | 1
57 | CCCNC(=O)CN1CCN(Cn2[nH]c(-c3ccccc3)nc2=S)CC1 | 0
58 | O=C(Cn1cccc1)N1CCCC1 | -12
59 | CC1C/C(=C\c2cccnc2)C(=O)/C(=C/c2cccnc2)C1 (centres undefined) | 7
60 | O=C(Nc1ccc(-c2cn3cccnc3n2)cc1)c1ccc(C(F)(F)F)cc1 | 8
61 | CNc1ccc2ncc(-c3ccc(OC)c(OC)c3)n2n1 | 1
62 | O=C(NCC(O)c1ccc(F)cc1F)c1ccccc1 (centres undefined) | -8
63 | O=C(O)C1CN(c2ncc(F)c(N3CCCC3)n2)CCN1 (centres undefined) | -24
64 | Cc1cc(NCc2cn(C)nc2-c2cccnc2)n(C)n1 | -5
65 | C=CCn1c(SC(C)C(=O)NCc2cccs2)nc2ccsc2c1=O (centres undefined) | -3
66 | O=C1c2cccc([N+](=O)[O-])c2C(=O)N1CNc1cccc(Cl)c1Cl | -2
67 | Fc1ccccc1Cc1nc(CCc2ccccc2)n[nH]1 | -11
68 | COc1cc(OC)c(OC)cc1CNCCSc1nnnn1C | -7
69 | CC(=O)CC1C(C(C(C)=O)=C(C)O)N(C(C)=O)c2ccccc2N1C (centres undefined) | -9
70 | CC(=O)N(CN1C(=O)c2ccccc2C1=O)c1ccc(OCc2ccccc2)cc1 | -2

Later entries
item | structure | mcGAS RapidFire
71 | COc1cc(OC)c(N2CC(C(=O)OC3CCCCC3)CC2=O)cc1Cl (centres undefined) | -12
72 | Cc1cccc(CCN2CCC(C(=O)c3ccc(NS(C)(=O)=O)cc3)CC2)n1 | -3
73 | CCOc1nnc(CN2CCN(C(=O)C(C)(C)c3ccccc3)CC2)s1 | -4
74 | COCCC1(C(=O)NC(C2CC2)C2CC2)CCC1 | -1
75 | COc1cc(-c2cccc(-n3cccn3)c2)ccc1NC(C)=O | -27
76 | Cc1c(Cl)cccc1N(CC(=O)NC1CCCCC1)S(C)(=O)=O | -7
77 | COCCNC(=O)C1CCCN(C2CCN(C(=O)C3(N)CCC3)CC2)C1 (centres undefined) | -9
78 | CSC1CCCCN(Cc2nnnn2-c2ccc(C(F)(F)F)cc2)C1 (centres undefined) | -6
79 | COc1cc(/C=C/C(=O)Nc2cnc3ccccc3c2)cc(OC)c1 | -3
80 | Cc1ccc(S(=O)(=O)NC(C)c2ccccc2Br)cc1 (centres undefined) | -1
81 | COc1ccc2c(c1)CCC1Sc3ccccc3N=C21 (centres undefined) | -17
82 | CC1(C(=O)Nc2ccc(Cl)c(Cl)c2)CCN1Cc1ccccc1Cl (centres undefined) | -2
83 | CC(=O)Oc1ccc(Cn2cc(C(=O)NCc3cccs3)sc2=O)cc1 | -11
84 | COc1ccc(-c2nn(-c3ccccc3C)cc2CN(C)Cc2n[nH]c(=O)[nH]2)cc1F | -9
85 | Cc1csc2c(N3CCC(n4nccc4NC(=O)C4CC4)CC3)ncnc12 | -8
86 | Cc1cc(C)c(S(=O)(=O)NCc2ccc3c(c2)OCO3)c(C)c1Br | -2
87 | CC(C)(C)n1nc2nc(S(C)(=O)=O)nc(-c3ccc(F)cc3F)c2c1N | 3
88 | CC(C)(C)c1ccc(S(=O)(=O)NC(=O)C2(C)CCN2C(=O)CC2CC2)cc1 (centres undefined) | -9
89 | CCOc1ccc(Cc2nn[nH]n2)cc1 | -3
90 | Cc1ccc(-c2nc(CN3CCOC(c4ccccc4)C3)cs2)o1 (centres undefined) | 2
91 | Cc1ccc(S(=O)(=O)C(C#N)=Cc2ccc(Br)cc2)cc1 | -2
92 | O=C(COc1ccc2oc3c(c2c1)CCCC3)NCc1cccnc1 | -1
93 | Cc1cccc(C2=N/C(=C/c3coc4ccc(Cl)cc4c3=O)C(=O)O2)c1 | -13
94 | O=C(NCCc1c[nH]c2cc(F)ccc12)C1CCCN(c2ncccn2)C1 (centres undefined) | -8
95 | Cc1ocnc1C(=O)NCc1ccc2[nH]c(-c3ccc(F)cc3)c(C)c2c1 | -1
96 | CN(C(=O)CSc1nnc(C2CC2)n1Cc1ccccc1)C1CCCCC1 | -2
97 | Cc1nc2c(NS(=O)(=O)NCc3ccccc3)cccn2n1 | -28
98 | CNC(=S)N/N=C\c1cccc(Oc2ccc(C(F)(F)F)cc2[N+](=O)[O-])c1 | -6
99 | Cc1cc(CSc2ccccc2C(=O)NC2CCC(C)CC2)on1 (centres undefined) | 1
100 | O=C(NCCCn1nnc2ccccc21)c1cn(CC2CCCO2)nn1 (centres undefined) | -9

Entries by screen from the list:
mcGAS RapidFire, nos. 91–100, in order: -2, -1, -13, -8, -1, -2, -28, -6, 1, -9

Remaining list, next part.
item | structure | mcGAS RapidFire
101 | CC(C)OC(=O)C(C(=O)C(F)(F)F)c1cc(NS(=O)(=O)c2ccc(Cl)cc2)ccc1O (centres undefined) | -4
102 | O=C(c1ccccc1)N1CCC(NCc2cnn(-c3cccc(F)c3)c2)CC1 | -19
103 | CC(C)(C)c1ccc(CC(=O)N2CCC2(C)C(=O)NS(=O)(=O)c2ccccc2)cc1 (centres undefined) | -8
104 | CCCCNC(=O)N1CCN(C(=O)CN2CCCC2)CC1 | -7
105 | CC(C)Cc1nc(-c2ccc3c(c2)OCO3)n[nH]1 | -14
106 | Cc1cc(NN=Cc2ccccn2)nc2ccccc12 | -3
107 | CC(CNC1CCCCC1)([N+](=O)[O-])[N+](=O)[O-] | 4
108 | CCn1cnc2cc(-c3ccc(Cl)cc3)sc2c1=O | 0
109 | Cc1[nH]c2c(F)cccc2c1CC(=O)N(C)CCc1noc(C(C)C)n1 | -31
110 | Cn1nccc1CNC(=O)NCCCC(=O)N1Cc2ccccc2C1 | -5
111 | CCN(CC)S(=O)(=O)c1ccc(=O)n(CC(=O)Nc2nnc(C3CC3)s2)c1 | -3
112 | Cc1ccccc1-c1nc(CN2CCC(O)(Cn3ccnc3)CC2)c(C)o1 | -16
113 | O=C(NCN1CCN(CCO)CC1)c1cnccn1 | -10
114 | O=c1c(-c2ccco2)[n+]([O-])c2ccccc2n1OCc1ccc(Oc2ccccc2)cc1 | 4
115 | CCc1nn2c(=O)cc(CSc3nnnn3C3CC3)nc2s1 | -4
116 | CCOC(=O)c1ccc(NC(=O)CC2Sc3ncnn3C2=O)cc1 (centres undefined) | -5
117 | Cn1c(-c2ccccc2)nn(CCNC(=O)C2CC2)c1=O | -2
118 | Cc1ncsc1CN(Cc1ccccc1)C1CCNCC1 | -12
119 | COCc1nc(OC)c2c(C)c(C(=O)O)sc2n1 | 5
120 | CCC(CC(C)CO)Nc1ccc(Br)cn1 (centres undefined) | -3
121 | COc1ccc(C(CO)N(C)CC(=O)N2CCCCCCC2)cc1 (centres undefined) | -10
122 | Fc1c(F)c(N2CCCCC2)c(F)c(F)c1C=CCN1CCOCC1 | -1
123 | Cc1cccc(NC(=O)C(NC(=O)C2CCC(C)CC2)C(C)C)n1 (centres undefined) | -7
124 | NC1=NC(c2c(Cl)cccc2Cl)n2c(nc3ccccc32)N1 (centres undefined) | -9
125 | CC(=O)c1ccc2c3c(cccc13)C(=O)N(c1ccccc1)C2=O | 2
126 | O=C(O)c1cc(F)cc2[nH]c(CCl)nc12 | 43
127 | CN(C)C(=O)N1CCC(C(=O)NC(C#N)c2ccccc2F)CC1 (centres undefined) | -10
128 | CCCN1CCC(C)(C(=O)Nc2cccc3c2CCCC3)C1 (centres undefined) | -2
129 | O=C(NC1CCN(CC(F)(F)F)C1=O)c1cc(-c2ccccc2)cc(Cl)c1O (centres undefined) | -6
130 | CC1CN(C(=O)C23CC4CC(CC(O)(C4)C2)C3)CCO1 (centres undefined) | 5
131 | C=CCNc1nc2cc(-c3ccccc3C)sc2c(=O)n1C | 10
132 | O=C(OCc1cc(-c2ccco2)on1)c1c[nH]c2ccccc12 | -6
133 | CC(C)Oc1ccc(CN2CCCC(CO)(Cc3ccccc3)C2)cc1CO (centres undefined) | -12
134 | C/C(=N/n1nnnc1Nc1ccccc1)c1cccs1 | -2
135 | Cc1[nH]c(=O)c(C#N)c(C)c1CCC(=O)Nc1ccnn1Cc1ccc(Cl)cc1Cl | -2
136 | Cc1cc(S(=O)(=O)NCc2ccc3c(c2)OCO3)ccc1Cl | 6
137 | CCOC(=O)c1nn(-c2ccc(C)cc2)c(=O)cc1OS(=O)(=O)c1ccc(Cl)s1 | -3
138 | COCCCNCC(=O)N1CCc2sccc2C1c1ccc(OC)cc1 (centres undefined) | -3
139 | C=CC[n+]1cccnc1N | -8

High-throughput results deposited in PubChem by Fisher Drug Discovery Resource Center.
